Screening results (PubChem BioAssay)
Growth percent in the NCI-60 one-dose screen (48 h, 10 µM unless noted): 100 = growth as untreated, 0 = no growth, -100 = all killed.
UACC-62: UACC-62 melanoma. actives 5.4% (n = 81,000)
A549/ATCC: A549/ATCC NSCLC. actives 3.7% (n = 81,000). AID 1794740
HOP-92: HOP-92 NSCLC cells; actives 6.3% (n = 71,000)
RPMI-8226: RPMI-8226 leukemia cells | actives 7.5% (n = 77,000)
M14: M14 melanoma | actives 6.2% (n = 80,000) | AID 1794745
CCRF-CEM: CCRF-CEM leukemia; actives 7% (n = 77,000); AID 1794778
HOP-62: HOP-62 NSCLC; actives 3.9% (n = 80,000)
EKVX: EKVX NSCLC; actives 3% (n = 71,000)
The depositor's hits bear a star; . = no result given; & = joins results of further samples. Rule for the calls: active = growth percent below 10; inactive = the rest.

SMILES | UACC-62 | A549/ATCC | HOP-92 | RPMI-8226 | M14 | CCRF-CEM | HOP-62 | EKVX
C/C(CCc1ccc(O)cc1)=N\O | 98 | 98 | 113 | 109 | 104 | 104 | 101 | 98
N/C(=N\O)c1ccncc1 | 98 | 102 | 107 | 110 | 100 | 106 | 94 | 99
O=S(c1cc(Cl)cc(Cl)c1O)c1cc(Cl)cc(Cl)c1O | 95 | 85 | 73 | 101 | 103 | 95 | 97 | 110
Fc1ccc(N2CC(Cn3c(C(F)(F)F)cc4c(Cl)ncnc43)C2)c(F)c1 | 6.6* | 108 | -7.8* | 24 | -61* | -39* | 47 | 72
CC(=O)c1ccc(OC(=O)c2cc(-c3ccc(S(C)(=O)=O)cc3)nc3ccccc23)cc1 | 89 | 102 | 96 | 104 | 101 | 109 | 81 | 94
CCCCSc1cc(=O)[nH]c(N)n1 | 93 | 97 | 84 | 91 | 99 | 103 | 90 | 108
O=C(C(=O)N1CCOCC1)c1cn(C/C=C/c2ccccc2)c2ccccc12 | 88 | 94 | 77 | 85 | 98 | 97 | 101 | 97
COC(=O)c1ccc2c(c1)nc(-c1ccc(Cl)cc1)n2-c1cc(C(C)(C)C)[nH]n1 | 46 | 47 | . | 57 | 34 | 45 | 116 | 78
COc1ccc(/C=C/C(=O)NCCOC(C)=O)cc1 | . | 80 | 99 | 107 | 106 | 100 | 88 | 100
CC(=O)CCNC1CCCCC1 | 100 | 100 | 107 | 102 | 99 | 99 | 105 | 101
COc1ccc(-c2cc(-c3cc(C(C)C)c(O)cc3C)nn2-c2ccc(S(N)(=O)=O)cc2)cc1 | 22 | 40 | 45 | 17 | 43 | 12 | 52 | 61
COc1cc2c(c(OC)c1OC)C(=O)CC(c1cccc(NC(=O)c3cc(NC(=O)[C@H](Cc4ccccc4)NC(=O)OC(C)(C)C)ccc3Cl)c1)O2 (some centres not stated) | 77 | 89 | 110 | 93 | 106 | 100 | 89 | 97
CSc1nc2c(c(=O)[nH]1)C(c1ccc3c(c1)OCO3)C1=C(N2)/C(=C/c2ccc3c(c2)OCO3)CN(C)C1 (configuration not stated) | 89 | . | 75 | 78 | 110 | 79 | 107 | 82
CC(=O)Nc1cccc(OCCCOc2cccc([N+](=O)[O-])c2)c1 | 114 | 116 | 137 | 126 | 101 | 118 | 156 | 112
N#Cc1c(-c2ccc(F)cc2)cc(-c2cccc(Cl)c2)[nH]c1=O | 41 | 46 | 30 | 42 | 82 | 72 | 28 | 67
CCCn1cnc2c(=O)[nH]c(N)nc21 | 99 | 95 | 92 | 92 | 104 | 84 | 105 | 105
O=C(CC(c1ccc(Br)cc1)c1cccc2ccccc12)c1ccc(Br)cc1 (configuration not stated) | 81 | 89 | 91 | 103 | 89 | 100 | 93 | 87
CCCCCNC(C)COC(=O)c1ccc(N)cc1 (configuration not stated) | 99 | 96 | 98 | 98 | 103 | 101 | 97 | 107
CC(C)(C)OC(=O)NCC(=O)N1CCC[C@H]1C(=O)OC/C=C/c1ccccc1 | 95 | 94 | . | 103 | 107 | 93 | 102 | 111
C[C@@]1(Cl)CCO[C@@H](/C=C/c2ccccc2)C1 | 97 | 96 | 93 | 93 | 96 | 96 | 90 | 101
c1ccc(Nc2nn3c(-c4ccccc4)ccnc3c2-c2ccccc2)cc1 | 88 | 101 | 105 | 72 | 83 | 83 | 104 | 95
Cc1nc(Nc2cccnc2)sc1C(=O)/C=C/c1ccc(F)cc1 | 46 | 25 | 89 | 1.5* | 25 | 1.3* | 30 | .
OCC1(CO)CC=CCC1 | 115 | 95 | 96 | 95 | 114 | 93 | 91 | .
CCCCN1C(=O)c2cccc3c(-c4ccc(-c5nc6c7ccccc7c7ccccc7c6[nH]5)cc4)ccc(c23)C1=O | 101 | 88 | 92 | 107 | . | 92 | 117 | 81
NC(=O)SCC(=O)Nc1ccc(NC(=O)CSC(N)=O)cc1 | 101 | 101 | 72 | 100 | 108 | 101 | 100 | 113
CC(O)CN(CC(C)O)N(CC(C)O)CC(C)O (configuration not stated) | 102 | 95 | . | 99 | 100 | . | 101 | .
COc1ccc(C(=O)/C=C/c2c(C(F)(F)F)nc3ccccn23)cc1OC | 5.0* | 43 | 5.0* | 6.4* | 15 | 15 | 11 | 8.1*
O=c1ccc(-c2ccccc2)nn1Cc1n[nH]c(=S)n1C1CCCCC1 | 95 | 119 | 119 | 92 | 115 | 104 | 100 | 100
O=C(O)c1ccc(-n2cc(CNc3ccc(F)c(F)c3)c(-c3ccc(F)cc3)n2)cc1 | 74 | 100 | 129 | 82 | . | 95 | 104 | 99
CNC(=O)c1ccc2n1[C@H](C)c1ccccc1-2 | 115 | 105 | . | 107 | 108 | 111 | 105 | 76
CCN1CCN(CCOc2ccc(Nc3nccc(NCc4ccco4)n3)cc2)CC1 | 93 | 84 | 70 | 64 | 100 | 65 | 89 | 91
N#Cc1c2c([nH]c(=O)c1C(N)=O)CCCC2 | 87 | 97 | 99 | 103 | 93 | 93 | 94 | 98
C=C(C)[C@@H]1CC[C@]2(C(=O)OC)CC[C@]3(C)[C@H](CC[C@@H]4[C@@]5(C)C/C(=C/c6ccco6)C(=O)NC(C)(C)[C@@H]5CC[C@]43C)[C@@H]12 | 85 | 96 | 83 | 95 | 108 | . | 95 | 93
Cc1[nH]n(C(=O)c2ccncc2)c(=O)c1N=Nc1ccc(S(=O)(=O)Nc2ccncn2)cc1 | 99 | 19 | 55 | 60 | 106 | -34* | 77 | 94
CC(=O)c1ccc(NC(=O)c2cc(-c3ccc(S(C)(=O)=O)cc3)nc3ccccc23)cc1 | 87 | 95 | 98 | 93 | 106 | 100 | 97 | 96
COc1cc2c(cc1OC)CN(S(N)(=O)=O)CC2 | 112 | 102 | 95 | 90 | 90 | 82 | 83 | 106
COc1ccc(CN2[C@H](C(=O)NCCCCCCC(=O)NO)Cc3c([nH]c4ccccc34)[C@H]2C2CC2)cc1 | -69* | 17 | -24* | 16 | 18 | 20 | 14 | 17
CCOC(=O)c1sc(NCC(=O)Nc2cccc(Cl)c2)c(C(=O)OCC)c1C | 97 | 102 | 87 | 92 | 100 | 79 | 98 | 81
COc1ccc2c(c1)CC[C@@H]1[C@@H]2CC[C@]2(C)C3C(=CCC4C(=O)N(c5ccccc5)C(=O)C43)C[C@@H]12 (some centres not stated) | 65 | 92 | 99 | 61 | 89 | 67 | 90 | 93
O=C(O)c1ccncc1 | 95 | 102 | 119 | 103 | . | 94 | 99 | 94

3 compounds from above, showing only UACC-62.
compound | UACC-62
CC(=O)c1ccc(NC(=O)c2cc(-c3ccc(S(C)(=O)=O)cc3)nc3ccccc23)cc1 | 87
COc1cc2c(cc1OC)CN(S(N)(=O)=O)CC2 | 112
COc1ccc(CN2[C@H](C(=O)NCCCCCCC(=O)NO)Cc3c([nH]c4ccccc34)[C@H]2C2CC2)cc1 | -69*

(continued)
SMILES | UACC-62 | A549/ATCC | HOP-92 | RPMI-8226 | M14 | CCRF-CEM | HOP-62 | EKVX
O=C(/C=C/C12c3ccccc3C(c3ccccc31)C1C(=O)NC(=O)C12)c1ccc(Cl)cc1Cl (configuration not stated) | 12 | 37 | 38 | -22* | 24 | -8.2* | 21 | 36
O=S(=O)(Nc1ccc2[nH]ccc2c1)c1ccc(Cl)c(Cl)c1 | 72 | 94 | 99 | 99 | . | 97 | 98 | 88
CC(=O)c1ccc(NC(=O)Cn2c(NC3=NS(=O)(=O)c4ccccc43)nc3c2c(=O)n(C)c(=O)n3C)cc1 | 98 | 107 | 124 | 113 | 100 | 107 | 96 | 98
C[C@@H]1O[C@@H](O[C@@H]2C[C@H](c3ccc4c(c3O)C(=O)C3=C(C4=O)[C@@]4(O)C(=O)C[C@](C)(O)C[C@@]4(O)C=C3)O[C@H](C)[C@H]2O)CC[C@@H]1O[C@H]1C[C@@H](O)[C@H](O)[C@@H](C)O1 | 98 | 95 | 149 | 95 | 110 | 91 | 113 | 98
Nc1ccc(C(=O)Nc2cccc(Cn3c(=O)[nH]c4ccc(Oc5ncccn5)cc4c3=O)c2)cc1 | 80 | 90 | 71 | 67 | 97 | 85 | 87 | 94
CC(=O)OCC(CO)(CO)COC(C)=O | 104 | 102 | 97 | . | 106 | 103 | 98 | .
CC(=O)N1N=C(c2ccc(Cl)cc2)CC1c1cn(-c2ccccc2)nc1-c1ccc([N+](=O)[O-])cc1 (configuration not stated) | 85 | 108 | 117 | 101 | . | 105 | . | 99
COC(=O)/C=C/c1cc(OC(C)=O)c2c(c1)C(C(=O)OC)C(c1ccc(OC(C)=O)c(OC(C)=O)c1)O2 (configuration not stated) | 33 | 37 | 34 | 11 | -6.2* | 9.7* | 20 | 44
CCCCn1c(=O)c(/C=C/C(=O)/C=C(/C=C/c2cc3ccccc3n(CCCC)c2=O)OB(F)F)cc2ccccc21 | 80 | 98 | . | . | 93 | 87 | 91 | 96
N=C1CC(=O)NN1C(=O)c1cnc2n(c1=O)CCCCC2 | 101 | 95 | 119 | . | 107 | 108 | 104 | 92
C=C(C)C(C(=O)OCC)C(=O)OCC | 103 | 102 | 93 | 94 | 104 | 93 | 83 | 107
Cc1cc(C)c(O)c(CNCc2ccccc2)c1 | 85 | 82 | 60 | 81 | 85 | 77 | 86 | 79
O=C(Nc1ccc(F)cc1)C1(C(=O)Nc2ccc(Oc3ncnc4scc(Nc5n[nH]c(=S)s5)c34)cc2)CC1 | 85 | 99 | . | 109 | 100 | 90 | 97 | 96
Cc1n[nH]c(=O)c2noc(C)c12 | 97 | 90 | 93 | 107 | 97 | 107 | 90 | 104
CC(=O)c1ccc(OCC(=O)Nc2nc(-c3ccccc3)cs2)cc1 | 108 | 92 | 95 | 108 | 115 | 95 | 90 | .
O=C(O)CC(C(=O)O)N1C(=O)/C(=C/C(Cl)=C/c2ccccc2)SC1=S (configuration not stated) | 90 | 101 | . | 101 | 102 | 107 | 101 | 103
COc1ccc(/C=N/Nc2ccccc2)cc1 | 25 | 66 | . | 61 | 47 | 32 | 86 | .
CC(C)(O)c1cccc2c(C(C)(C)O)cccc12 | . | 108 | . | 105 | 101 | 101 | 105 | .
COc1ccc(NC(=O)c2sc3nc4c(cc3c2N)C(=O)CCC4)cc1 | 110 | 97 | 78 | 105 | 104 | 88 | 112 | 103
COCCOC(=O)C1=C(C)NC(C)=C(C(=O)OC(C)C)C1c1cccc([N+](=O)[O-])c1 (configuration not stated) | 88 | 87 | 100 | 90 | 110 | 111 | 109 | 90
CC(=O)Nc1cc(C)c(C)cc1NC(C)=O | 95 | 104 | 98 | 113 | 94 | 95 | 95 | 97
CCCC(=O)NC(c1cccc(N(C)C)c1)c1cc(C)c2cccnc2c1O (configuration not stated) | 46 | 79 | 64 | 64 | 49 | 24 | 44 | 74
CN(C)CC(O)CN1c2ccccc2Sc2ccc(Cl)cc21 (configuration not stated) | 95 | 87 | 75 | 98 | 84 | 90 | 102 | 99
O=C(O)C(Nc1ccc2ccccc2c1)C(=O)O | 94 | 84 | 101 | 103 | 100 | 99 | 102 | 98
COc1cc(C2CC(c3ccc(N(C)C)cc3)=NN2C(C)=O)cc(OC)c1OC (configuration not stated) | 27 | 51 | 61 | . | 19 | 12 | 48 | 44
COc1cc(OC)cc(C(=O)Nc2cnc(Nc3ccc(N4CCOCC4)nc3)nc2Oc2ccc(C(F)(F)F)cc2)c1 | 76 | 35 | 87 | 86 | 93 | 86 | 43 | 90
CSc1nsc(N)n1 | 93 | 92 | 96 | 114 | 98 | 108 | 90 | 97
O=C1C2=C(Nc3cc([N+](=O)[O-])ccc3N2)OC1c1c2ccccc2cc2ccccc12 (configuration not stated) | 45 | 71 | 44 | 15 | 70 | 9.7* | 88 | 44
Cc1ccc(C(=O)O)c(N)c1O | 98 | 99 | . | 97 | 114 | 100 | 123 | 96
O=c1c2ccccc2nnn1CCc1ccccc1 | 96&95 | 123&95 | 76&74 | 96&100 | 103&100 | 99&104 | 96&90 | .
Cc1[nH]c(C2CC(c3ccccc3)=NN2C)c(C)c1C(=O)NCC(F)(F)F (configuration not stated) | 97 | 103 | 116 | 103 | 106 | 103 | 100 | 95
FC(F)(F)c1ccc(/C=C/c2cc(/C=C/c3ccc(Cl)cc3Cl)nc3ccccc23)cc1 | 83 | 104 | 101 | 88 | 98 | 81 | 93 | 88
CC1=Nc2cnc(Nc3ccc(N4CCCCC4)cc3)nc2Nc2ccccc21 | 55 | 80 | 61 | 34 | 71 | 31 | 94 | 69

Single values from the entries so far:
For EKVX, O=C(Nc1ccc(F)cc1)C1(C(=O)Nc2ccc(Oc3ncnc4scc(Nc5n[nH]c(=S)s5)c34)cc2)CC1 reads 96
For UACC-62, N#Cc1c2c([nH]c(=O)c1C(N)=O)CCCC2 reads 87
For CCRF-CEM, CC(=O)N1N=C(c2ccc(Cl)cc2)CC1c1cn(-c2ccccc2)nc1-c1ccc([N+](=O)[O-])cc1 (configuration not stated) reads 105
For RPMI-8226, O=C(C(=O)N1CCOCC1)c1cn(C/C=C/c2ccccc2)c2ccccc12 reads 85
For RPMI-8226, O=C(/C=C/C12c3ccccc3C(c3ccccc31)C1C(=O)NC(=O)C12)c1ccc(Cl)cc1Cl (configuration not stated) reads -22*
For RPMI-8226, O=S(=O)(Nc1ccc2[nH]ccc2c1)c1ccc(Cl)c(Cl)c1 reads 99
For M14, CCCCCNC(C)COC(=O)c1ccc(N)cc1 (configuration not stated) reads 103
